PTHR1 ag: agonists of human PTHR1 parathyroid hormone receptor; Q03431; HEK293 GP2 PTHR1 cells, GloSensor cAMP luminescence, 1 h; Potency, µM (highest dose often 115 µM), for the others: at the top dose activation, hits mostly activators; 410,000 compounds, 0.075% hits; AID 743266; further: nearly all actives have a fitted effect of over 55% in size; some results filed as inactive show a strong effect at the top dose; inactives centre near -15; many of its hits are not listed in these tables
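HEK-293-derived GP2 cells expressing PTHR1 and a GloSensor cAMP reporter, 3,000/well, plated overnight, given luciferin plus IBMX (each 0.5 mM as added) for 1 h at 37 °C, then compound for 1 h at 37 °C. Luminescence was read after 15 min at room temperature.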
TDP43 rescue: inhibitors of TDP-43 toxicity in yeast; TDP-43 expressing yeast growth rescue, BacTiter-Glo, 24 h; Potency, µM (doses to about 46.1 µM), inactives show at the highest dose growth rescue (activation), usual class: activators; 410,000 compounds, 1.8% hits; further: % of control where 0% means no effect; nearly all actives have a fitted effect of over 50% in size
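Galactose-induced TDP-43 yeast, OD600=0.02, compound pinned; 24 hr, 30 deg C; BacTiter-Glo luminescence for growth. Inhibitors of TDP-43 toxicity read as activators.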
EPAC2 antag: EPAC2 (human) antagonism | Q8WZA2 | EPAC2 GEF exchange of Rap1B-BODIPY-GDP, fluorescence | Potency, µM (series often up to 114 µM), inactives show top-dose activity, negative = inhibition, hits mostly inhibitors | 360,000 compounds, 0.18% hits | AID 720708; further: on the % scale 0 is the no-effect control and ±100 the full control effect; nearly all actives have a fitted effect of over 45% in size; many of its hits are not listed in these tables
Target sequence (Q8WZA2 whole entry, looked up): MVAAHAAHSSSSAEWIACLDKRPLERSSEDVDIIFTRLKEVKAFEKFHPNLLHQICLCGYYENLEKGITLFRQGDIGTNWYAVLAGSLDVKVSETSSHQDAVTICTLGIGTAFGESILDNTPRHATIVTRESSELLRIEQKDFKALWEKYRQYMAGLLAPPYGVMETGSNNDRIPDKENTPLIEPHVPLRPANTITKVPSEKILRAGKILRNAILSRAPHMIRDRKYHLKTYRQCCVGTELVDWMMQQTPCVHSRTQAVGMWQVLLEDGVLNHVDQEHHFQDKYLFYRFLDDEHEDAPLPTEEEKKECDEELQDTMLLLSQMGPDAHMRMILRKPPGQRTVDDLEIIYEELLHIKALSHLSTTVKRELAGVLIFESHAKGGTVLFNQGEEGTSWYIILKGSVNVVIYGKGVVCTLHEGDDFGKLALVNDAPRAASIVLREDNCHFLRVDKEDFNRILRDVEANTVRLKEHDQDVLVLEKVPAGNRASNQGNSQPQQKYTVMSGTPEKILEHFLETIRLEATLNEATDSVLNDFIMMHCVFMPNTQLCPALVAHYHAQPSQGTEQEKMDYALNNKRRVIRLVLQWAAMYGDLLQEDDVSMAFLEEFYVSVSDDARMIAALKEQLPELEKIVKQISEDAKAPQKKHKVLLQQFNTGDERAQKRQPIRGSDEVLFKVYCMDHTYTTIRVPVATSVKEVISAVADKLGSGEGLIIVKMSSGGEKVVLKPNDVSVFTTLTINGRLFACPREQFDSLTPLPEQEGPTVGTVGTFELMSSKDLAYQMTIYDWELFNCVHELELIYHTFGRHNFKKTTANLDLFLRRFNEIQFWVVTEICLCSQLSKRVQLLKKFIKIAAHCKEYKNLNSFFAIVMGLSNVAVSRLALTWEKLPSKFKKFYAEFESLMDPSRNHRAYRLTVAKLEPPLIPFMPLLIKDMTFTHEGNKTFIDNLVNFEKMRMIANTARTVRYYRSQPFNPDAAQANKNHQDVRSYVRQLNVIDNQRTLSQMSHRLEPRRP
aSyn rescue: rescues yeast growth from alpha-synuclein toxicity | Yeast expressing alpha-synuclein, growth rescue, BacTiter-Glo, 24 h | 370,000 compounds, 0.14% hits | AID 652106 | Potency, µM (doses to about 46.1 µM), for the others: at the highest dose growth rescue (activation), hits mostly activators; further: % of control where 0% means no effect; nearly all actives have a fitted effect of over 65% in size
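Galactose-induced alpha-syn yeast (OD600=0.02, raffinose-pregrown) + pinned cpd, 24 hr, 30 deg C; growth by BacTiter-Glo luminescence. Growth restoration scores as activation.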
EPAC2 agonist: activates human EPAC2 exchange factor; EPAC2 activation, biochemical qHTS; response scale: 100% = 6.5 mM cAMP response; Potency, µM (highest dose often 154 µM), without a hit: at the top dose activation, hits mostly activators; 360,000 compounds, 0.079% hits; AID 720711; further: nearly all actives have a fitted effect of over 50% in size
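Compounds were titrated in qHTS against a Rap1B-BODIPY-GDP (250 nM) complex with EPAC2 (100 nM) and GDP (50 uM). BODIPY-GDP release tracked at 480/540 nm over 30 min at room temperature, normalized to 6.5 mM cAMP.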
FUS suppressor: rescues growth of FUS-expressing yeast | S. cerevisiae FUS-expressing, growth rescue, OD600, 24 h | Potency, µM (series often up to 76.6 µM), for inactives: top-dose growth rescue (activation), usual class: activators | 390,000 compounds, 0.24% hits | AID 1347120;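 further: plate controls were DMSO vehicle for no effect and reference control for full effect; nearly all actives have a fitted effect of over 55% in size; some results filed as inactive show a strong effect at the top dose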
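Cultures pregrown in 2.5% raffinose medium are shifted to minimal medium containing 2% galactose to express toxic FUS. Compounds are tested at several concentrations. After 24hr at 30C, growth is quantified at 600 nm absorbance.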
EPAC1 antagonist: antagonists of human EPAC1. O95398. EPAC1 GEF assay, Rap1b-BODIPY-GDP exchange fluorescence. AID 720709. Potency, µM (series often up to 115 µM), for inactives: top-dose activity change, negative = inhibition, hits mostly inhibitors. 360,000 compounds, 0.14% hits;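 further: plate controls were vehicle for no effect and positive control for full effect; nearly all actives have a fitted effect of over 50% in size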
EPAC1 ag: activates human EPAC1 exchange factor. O95398. EPAC1 agonist qHTS, biochemical assay; response scale: 100% = response to 6.5 mM cAMP. Potency, µM (top dose mostly 154 µM), without a hit: at the highest dose activation, most hits filed as activators. 360,000 compounds, 0.073% hits; further: nearly all actives have a fitted effect of over 60% in size
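Multi-concentration qHTS readout: loss of Rap1B-bound BODIPY-GDP fluorescence driven by 100 nM EPAC1 with excess GDP (50 uM), monitored kinetically at room temperature; agonist response expressed relative to 6.5 mM cAMP.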
* hit, by the source's call; i = inactive; u = inconclusive; x = no result given; & = joins results of further samples; [ ] = another dose, or the depositor's remark. The call rests on the fitted dose curve; in most records, active means well fitted curve in the direction sought with a large enough effect; inconclusive means small, poorly fitted or top-dose-only effect, or another doubt; inactive means no such curve, though single readings can be large; an effect the other way counts as inactive or inconclusive. Potency means the concentration at half of the fitted maximal effect.

Results follow in this order: PTHR1 ag | TDP43 rescue | EPAC2 antag | aSyn rescue | EPAC2 agonist | FUS suppressor | EPAC1 antagonist | EPAC1 ag
C=CCNc1nc(C(=O)OCC(=O)Nc2ccccc2C(F)(F)F)cs1
 : -40% | 16% | 4% | 1% | 4% | -21% | 5% | 0%
C#CCNC(=O)C1=C[C@H](c2ccc(Br)cc2)C[C@H](OCCCCO)O1
 : -2% | -10% | 15% | -1% | 8% | 5% | 17% | -16%
CCC1(CC)NC(=O)NC1=O
 : i | 7% | 6% | -2% | 6% | 8% | -12% | 3%
COc1cc(C=O)ccc1OCCCOc1ccccc1C(=O)O
 : -24%[57.5 µM] | -8% | -1% | -1% | 20% | -10% | -15% | 5%
CC1Cc2ccccc2N1C(=O)CSc1nnc(-c2ccc(S(=O)(=O)N3CCCC3)cc2)n1C (configuration not stated)
 : 0% | -9% | -3% | -1% | -2% | x | -24% | -1%
CC1(C)C2CCC1(CS(=O)(=O)Nc1ccccc1)C(=O)C2 (configuration not stated)
 : -13% | x | -9% | 2% | 5% | 14% | -28% | -2%
CC(C)Oc1ccc(Cc2n[nH]c(=S)n2Cc2ccccc2)cc1Cl
 : -21% | 16% | -15% | 24% | -4% | 14% | -17% | 7%
COCCN(C(=S)Nc1ccc(C)cc1)C(C)c1ccco1 (configuration not stated)
 : -10% | 0% | u | -2% | 10% | 15% | -5% | 5%
Cn1c(=O)c2c(SCc3c(F)cccc3Cl)nc(CC(C)(C)C)nc2n(C)c1=O
 : -18% | 18% | -7% | -1% | 19% | -22% | 13% | -17%
Cc1c(OCc2nn[nH]n2)ccc2c3c(c(=O)oc12)CCCC3
 : i | 3% | 1% | 1% | 8% | 15% | 0% | 4%
CC(CC(=O)O)CC(=O)Nc1ccc(Br)cc1 (configuration not stated)
 : -9% | 3% | 4% | -10% | 10% | 8% | -11% | 12%
O=C(O)C1C2CCC(C2)C1C(=O)N1CCCC1 (configuration not stated)
 : i | 0% | 11% | 0% | 1% | -25% | 18% | -4%
NC(=O)CC(NC(=O)Cc1ccc(Br)cc1)c1ccc(NCc2ccc(F)c(F)c2)c([N+](=O)[O-])c1 (configuration not stated)
 : i | 3% | -4% | 0% | -21% | -4% | 9% | -16%
CCOc1ccc(NC(=S)Nc2ccccc2C2(C)CC2)cc1
 : -2% | u | -14% | 13% | 11% | 2% | 4% | 6%
CN(C(=O)Nc1ccc(Cl)cc1)c1c2c(nn1C)CCCC2
 : i | -3% | 7% | 2% | 4% | 9% | -3% | 4%
C/C(=C\c1ccccc1)C1NC(=O)c2c(sc3c2CCCC3)N1 (configuration not stated)
 : -73%[inhibitor] | -9% | -3%[57.1 µM] | 1% | 23% | 33% | -7% | 8%
CC(=O)N1CCOc2ccc(S(=O)(=O)NC[C@H]3O[C@@H](n4cnc5c(N)ncnc54)[C@H](O)[C@@H]3O)cc21
 : -23% | u | 0% | 2% | 4% | -15% | -11% | -10%
CCOc1cc2c(cc1OCC)C(c1ccccc1)N(c1ccccc1)C(=O)C2 (configuration not stated)
 : -1% | 22% | -19% | -3% | -2% | 27% | -4% | -2%
CSc1c(CC(=O)NCCO)n(C)c2ccccc12
 : i | -10% | 14% | -5% | -12% | 3% | 17% | -8%
Cc1nn(C)cc1C(=O)/C=C/c1ccc([N+](=O)[O-])cc1
 : -78%[inhibitor] | 3% | -5% | -4% | 6% | 13% | -15% | -3%
COc1ccc(CCNC(=O)c2ccc3c(c2)OCCO3)cc1
 : -12% | -6%[9.22 µM] | -9% | -6% | 8% | 8% | -5% | 5%
O=C(Nc1ccccc1OC(=O)c1ccc(Cl)cc1)c1ccc(Cl)cc1
 : -70%[inhibitor] | 9% | 6% | -14% | -6% | 8% | -11% | -7%
CN(CC(=O)Nc1ccccc1Cl)C(=O)Cn1cnc2ccc(Cl)cc2c1=O
 : i | 8% | 1% | -3% | 0% | x | 2% | 3%
COc1cc2c(cc1CNC[C@H]1O[C@@H](n3cc(C)c(=O)[nH]c3=O)C[C@@H]1O)OCO2
 : -28% | 24% | 3% | 4% | 7% | -8% | 14% | -4%
CCOC(=O)C1(Cc2ccc(OC)cc2)CCN(C(=O)c2csc(C)n2)CC1
 : i | -5%[9.22 µM] | -2% | 10% | -1% | 7% | -3% | 1%
CC1NC(=O)N(C)[C@@H]2NC(=O)N(C)C(c3ccc([N+](=O)[O-])cc3)[C@@H]12 (some centres not stated)
 : i | 8% | 12% | -3% | 3% | -18% | 7% | -3%
Cc1ccc(C)c(N2CCN(C(=O)Cn3c(=O)[nH]c4ccsc4c3=O)CC2)c1
 : i | 18% | -5% | 5% | 5% | 26% | 3% | 17%
COC(=O)c1sccc1NC(=O)c1cccc(OC)c1
 : i | -6% | 8% | -1% | -2% | -15% | -1% | -2%
CCOC(=O)/C(=N/Nc1ccccc1)c1csc(Nc2ccccc2)n1
 : -9%[57.5 µM] | -3% | -24% | -14% | 22% | 24% | -23% | 24%
O=C(O)c1ccccc1Nc1ccnc(C(F)(F)F)c1
 : i | -5% | -3% | -1% | 14% | -14% | -2% | -12%
COc1cccc(C(=O)NC2CCCc3c2cnn3-c2ccc(C)c(C)c2)c1OC (configuration not stated)
 : -29% | u | -9% | -9% | 8% | u | 13% | -2%
C#CCOCCOCCOCCNc1nc(N2CCN(C(=O)CCCCCCCCCCNC(=O)[C@H](CCCCN)n3cc(C[C@@H](C)CC)nn3)CC2)nc(N2CCN(C(=O)CCCCCCCCCCNC(=O)[C@H](CCCN=C(N)N)n3cc(C[C@@H](C)CC)nn3)CC2)n1
 : i | -84%[inhibitor] | u | -62%[inhibitor] | 11% | 10µM* | u | 27%
CNC(=S)Nn1cnc2ccccc21
 : -5% | -17% | 10% | -5% | -5% | 12% | 5% | -24%
CCOC(=O)c1cc(-c2ccccc2)sc1NC(=O)C(C)(C)C
 : -4%[57.5 µM] | 10% | 0%[57.1 µM] | 6% | 5% | -13% | 3% | -4%
Cc1ccc(N=C2N=C(N)c3ccccc32)c(C)c1
 : i | -19% | 11% | -4% | 3% | 12% | 1% | 1%
CCCn1c(-c2ccccc2)nc2c(=O)n(C)c(=O)[nH]c21
 : -38%[inhibitor][57.5 µM] | -3% | 3% | 1% | 0%[15.6 µM] | 1% | -5% | 3%
O=C(Nc1ccccc1)Nc1nnc(CSCc2ccccc2Cl)s1
 : -88%[inhibitor] | 4% | 6% | 1% | -3% | x | -3% | -8%
CCN1CCN(Cc2ccc(NC(=O)c3cc(NC(=O)c4cnnc5ccccc45)cc(OC)c3)cc2C(F)(F)F)CC1
 : -10%&-5% | 4%&-8% | 7%&10% | 4%&-3% | 3%&5% | u | -10%&-8% | 0%&-2%
CNc1c(NS(=O)(=O)c2cc(Cl)ccc2OC)c(=O)oc2ccccc12
 : i | -11% | 3% | -7% | 2% | -9% | 8% | 4%
O=C(CSc1ncccc1C(=O)O)NC1CCCCC1
 : -26% | -15% | 5% | -17% | 3% | -11% | 31%[activator] | 2%
CCCCn1c(N)c(N(CC(C)C)C(=O)c2ccc(-c3ccc(Cl)cc3)o2)c(=O)[nH]c1=O
 : i | 10% | 16% | 3% | -5% | -6% | -5% | 6%
CN(C)c1cc(NC(=O)CN2CCOCC2)c2ccccc2n1
 : -3% | 15% | 8% | 2% | 8% | -8% | -11% | 8%
O=C(Nc1cccc(F)c1)/C(=C\c1cccnc1)NC(=O)c1cccs1
 : -1%[57.5 µM] | 8% | 11% | 1% | -2% | -9% | 14% | -6%
NC(N)=N/N=C/c1ccc(OS(=O)(=O)c2ccccc2)cc1
 : -1% | 0% | -3%[57.1 µM] | 21% | 9% | 12% | -9% | -2%
COc1cc(C(=O)NCc2ccc(C)cc2)ccc1OCc1c(C)noc1C
 : -22%[57.5 µM] | -11% | 9% | -3% | -1% | 21% | -8% | 6%
O=C(CNC(=O)c1ccco1)Nc1cccc(Cl)c1
 : i | 4% | 5% | -4% | 5% | 19% | 22% | -3%
CCCOc1ccc(-c2nc(C#N)c(NCCCn3ccnc3)o2)cc1
 : i | -8% | -8% | 10% | 15% | 19% | -4% | 3%
O=C(Cn1ccc(C(F)(F)F)n1)N=Nc1c(O)[nH]c2ccc(Br)cc12
 : -26% | 10% | 1% | 1% | -10% | 14% | -28% | -18%
CN1CCN(S(=O)(=O)c2cc(C(F)(F)F)ccc2Cl)CC1
 : i | -23% | 2% | -5% | -5% | 11% | -8% | 12%
COC(=O)[C@@]1(Cc2ccc(F)cc2)[C@H]2c3cc(C(=O)N(C)C)n(CCc4ccccn4)c3C[C@H]2CN1C(=O)c1ccccc1
 : -2% | 3% | -20% | 2% | -2% | 24% | 0% | 1%
CCOCCn1c(CN2CCN(CC)CC2)nc2c1c(=O)n(C)c(=O)n2C
 : i | 3% | 7% | -1% | -2% | -5% | 2% | -8%
COC(=O)c1ccc(C)c(NC(=O)c2c(-c3ccccc3)noc2C)c1
 : -8%[57.5 µM] | 9% | -2% | 5% | 9% | -23% | -3% | 1%
O=C(COc1ccc([N+](=O)[O-])cc1)Nc1nc(-c2ccccn2)cs1
 : -9% | -30% | -1% | -1% | 3% | 1% | -21% | 12%
CCN[C@H]1C[C@H](C)S(=O)(=O)c2sc(S(N)(=O)=O)cc21
 : -18% | -5% | 2% | 0% | 4% | -29% | 3% | -13%
COc1ccc(OCC(=O)NNC(=O)c2cccc(C)c2)cc1
 : -24% | -12%[0.397 µM] | 3% | 2% | -3% | 11% | -15% | -3%
O=C(COc1cc(F)ccc1[N+](=O)[O-])Nc1cccc(Br)c1
 : -8% | -17% | 7% | -4% | 2% | 13% | -1% | 12%
C=CCn1c(Cc2ccc(OC)cc2)nnc1SCC(=O)c1cccc([N+](=O)[O-])c1
 : i | 9% | -1% | 4% | 11% | u | -7% | 11%
COc1ccc(NC(=O)CSc2nnc(-c3ccccc3Cl)n2Cc2ccco2)c(OC)c1
 : i | -11% | -13% | 12% | -4% | 14% | -25% | 1%
Cc1ccnc(NC(=O)CCC(=O)N(CC(=O)NCc2ccc(F)cc2)Cc2ccco2)c1
 : u | -20% | 16% | 1% | -9% | -5% | -4% | -3%
COC(=O)c1ccccc1NC(=O)CSc1nccn1C
 : i | 3% | 4% | -1% | -5% | 15% | -5% | 0%
Cc1ccc2nc(-c3cccc(NC(=O)c4ccco4)c3)[nH]c2c1
 : -8%[57.5 µM] | -2% | -4% | -3% | 4% | 20% | -7% | 7%
O=C(CCN1CCN(c2ccccc2)CC1)Nc1nccs1
 : i | -4% | 9% | -10% | -3% | 1% | 19% | 0%
Cc1cccc(/C=C2/SC(=O)N(Cc3ccccc3)C2=O)n1
 : i | -22% | 4% | 5% | 8% | 13% | 18% | 9%

Only part of the results is shown (hit frequency here may not be typical).
